Bioassay records: PubChem, several laboratories
PG9 Ab binder: small molecules binding HIV-1 gp120 antibody PG9 | TR-FRET gp120-PG9 antibody binding | inhibition, % at 6.7 µM | 0.43% of 360,000 active; in the data active = inhibition above about 8.5%
HTRA1 inhibitor: blocks human HTRA1 serine peptidase; Q92743; recombinant HTRA1, FP-rhodamine activity-based probe, fluorescence polarization; inhibition, % at 5.96 µM; 0.5% of 340,000 active; AID 504803; in the data active = inhibition above about 36%;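 note: 0% = enzyme with DMSO and 100% = wells lacking enzyme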
Target sequence (Q92743 whole entry, looked up): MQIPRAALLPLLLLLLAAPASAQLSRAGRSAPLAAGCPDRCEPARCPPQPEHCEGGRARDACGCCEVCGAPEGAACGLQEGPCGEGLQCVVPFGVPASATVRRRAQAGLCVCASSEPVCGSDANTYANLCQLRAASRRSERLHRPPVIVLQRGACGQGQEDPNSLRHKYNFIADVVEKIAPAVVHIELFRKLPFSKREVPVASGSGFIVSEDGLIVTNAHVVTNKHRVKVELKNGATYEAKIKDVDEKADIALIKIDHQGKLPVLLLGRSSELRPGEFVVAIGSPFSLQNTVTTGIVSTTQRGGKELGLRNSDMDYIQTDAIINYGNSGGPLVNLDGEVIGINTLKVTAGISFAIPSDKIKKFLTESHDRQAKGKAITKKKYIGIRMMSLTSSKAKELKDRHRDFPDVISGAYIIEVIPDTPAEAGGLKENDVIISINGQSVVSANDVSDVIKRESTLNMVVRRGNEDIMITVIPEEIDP
ABHD4 inh: ABHD4 (mouse) inhibition, primary FP screen. AID 720543. 0.54% of 370,000 active. purified mABHD4, FP-Rh probe fluorescence polarization. inhibition, % at 8.92 µM;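 active = inhibition exceeding the mean over every tested compound plus 3 SD, cut at about 30% in these data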;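 note: 0% = plate median of compound wells and 100% = S159A mutant with DMSO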
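Test system: mouse ABHD4 enzyme, wild type. Reagent: FP-Rh fluorescent activity-based probe, added after compound pre-incubation. Timing: pre-incubation 45 min, probe exposure 60 min, at 25 °C. Technique: FP readout, ex 525 nm / em 598 nm. Benchmarks: high control S159A mutant with DMSO, low control median of compound wells.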
Rev-erbA mod: modulators of human Rev-erb alpha DNA binding | P20393 | AID 1259318 | Rev-erbα–FITC-DNA binding, fluorescence polarization, 90 min | activity, % at 10 µM | 0.79% of 370,000 active;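 active = activity above about 14%, limit read from the data; passing the limit was not always enough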;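 note: 0% = DMSO wells with 35 nM protein and 100% = DMSO wells with 750 nM protein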
ARFGAP1 inh: inhibits rat ARF GTPase activating protein 1. Q62848. Arfgap1-stimulated ARF1 GTP hydrolysis, GDP FP detection. inhibition, % at 16.5 µM. 0.26% of 360,000 active;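 active = inhibition above a per-plate limit, mean inhibition of low control wells plus 3 SD, cut at about 25% in these data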;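 note: 0% = DMSO wells with enzyme and 100% = wells lacking Arfgap1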
Target sequence (Q62848 1-136 limits assumed): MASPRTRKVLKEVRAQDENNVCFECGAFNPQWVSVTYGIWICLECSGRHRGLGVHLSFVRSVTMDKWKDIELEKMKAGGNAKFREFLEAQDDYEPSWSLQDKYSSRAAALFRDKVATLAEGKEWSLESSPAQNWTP
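System: truncated rat Arfgap1 GAP domain / Benchmarks: high control wells lacking Arfgap1, low control full reaction with DMSO / Times: compound-enzyme preincubation 20 min, reaction 120 min, detection 60 min, 25 °C / Repeats: one replicate per compound / Also added: human ARF1(Δ1-17)-GTP substrate / Measured by: Tracer-displacement fluorescence polarization with EDTA stop, 620/688 nm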
NPR2 activator: GC-B (human) receptor activation | HEK293-GC-B cells, CNP EC30, cGMP TR-FRET; 0% at EC30 CNP, 100% saturating CNP | 0.11% of 370,000 active | activation, % at 10 µM | AID 1920062;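 active = activation at 10 µM reaching about 35% in either raw or pattern-adjusted values, limit read from the data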
GC-A act: GC-A (human) enzyme activation; P16066; HEK293 GC-A cells, cGMP TR-FRET, EC30 ANP; 0% at EC30 ANP, 100% saturating ANP; activation, % at 10 µM; 0.14% of 370,000 active; AID 1671463; in the data active = activation above about 40%
rCAG RNA binder: r(CAG) repeat RNA binding | TO-PRO-1 dye displacement fluorescence | AID 651821 | 1.3% of 370,000 active | inhibition, % at 3 µM;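 active = inhibition above the plate cutoff, the mean of all test compounds on that plate plus 3 SD, cut at about 35% in these data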;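 note: 0% = DMSO alone and 100% = 100 µM mitoxantrone as full dye displacement; higher means more dye released from RNA so lower well fluorescence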
ASAP1 inh: inhibitors of human ASAP1 ArfGAP activity; 0.19% of 360,000 active; inhibition, % at 16.5 µM; ASAP1-stimulated ARF1 GTP hydrolysis, GDP FP detection; in the data active = inhibition above about 25%;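 note: 0% = vehicle with enzyme and substrate and 100% = no enzyme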
Target sequence (Q9ULH1 325-724 limits assumed): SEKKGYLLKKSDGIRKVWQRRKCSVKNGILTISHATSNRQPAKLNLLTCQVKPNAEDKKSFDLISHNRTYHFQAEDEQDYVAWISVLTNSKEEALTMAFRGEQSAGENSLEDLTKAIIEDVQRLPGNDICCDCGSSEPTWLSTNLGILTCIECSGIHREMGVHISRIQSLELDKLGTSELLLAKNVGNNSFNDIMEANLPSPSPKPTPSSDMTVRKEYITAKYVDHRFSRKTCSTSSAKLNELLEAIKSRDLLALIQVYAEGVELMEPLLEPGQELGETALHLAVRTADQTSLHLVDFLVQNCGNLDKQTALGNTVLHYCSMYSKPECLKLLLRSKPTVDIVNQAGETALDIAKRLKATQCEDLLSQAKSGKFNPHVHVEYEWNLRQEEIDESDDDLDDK
SMARCA2 act: activators of SMARCA2 function. activation, % at 9.1 µM. MG213 cells, MMTV-luciferase reporter, dexamethasone, overnight. 1% of 370,000 active; in the data active = activation above about 7.8%;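 note: 0% = vehicle wells and 100% = reference activator wells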
* hit, by the source's call; nt = no result given.

SMILES	PG9 Ab binder	HTRA1 inhibitor	ABHD4 inh	Rev-erbA mod	ARFGAP1 inh	NPR2 activator	GC-A act	rCAG RNA binder	ASAP1 inh	SMARCA2 act
CC(OC(=O)c1ccco1)C(=O)NC1CCCCC1 (stereo unspecified)	-0.5	-1	4	0	12	7	-3	-1	0	1
O=C(NCc1ccccc1)C1C(c2ccc3c(c2)OCO3)=Nc2ccccc2N1C(=O)c1cccc(C(F)(F)F)c1 (stereo unspecified)	-3.0	nt	-33	-3	3	6	7	9	-11	-5
COc1cccc(CC(=O)NC2CCSc3ccccc32)c1 (stereo unspecified)	1.0	-4	0	5	0	-1	-7	5	6	-4
O=C(c1ccccc1Br)N1CCN(c2ncccn2)CC1	-1.1	-1	2	-4	4	3	-1	-5	-2	3
O=C(c1ccc2c(c1)OCO2)N1CCCc2ccccc21	-0.7	3	0	6	-5	0	0	-3	11	2
CC(=O)Oc1c(C)c(OC(C)=O)c2c(c1C(C)=O)OC1CC(=O)C(C(C)=O)=C(O)C21C (stereo unspecified)	0.6	-1	7	3	3	4	1	9	-1	-2
Cc1cc(C(=O)N2CCCC(N3CCN(c4ccccc4C)CC3)C2)no1 (stereo unspecified)	2.5	2	3	4	9	-3	5	-1	5	-2
COC(=O)c1c(C)[nH]c(C)c1-c1ccc(C)cc1	0.9	2	9	2	10	-9	-4	43*	1	0
CCOc1ccc(N2CC(C(=O)NCc3ccc4c(c3)OCO4)CC2=O)cc1 (stereo unspecified)	-2.0	5	-1	1	-3	-1	3	5	0	-1
COc1ccc(NC(=O)Nc2cccc3c2O[C@H](CN(C)C(=O)Nc2ccc4c(c2)OCO4)[C@@H](C)CN([C@H](C)CO)C3=O)cc1	-2.6	-1	3	3	7	-2	1	2	7	4
CCNC(=O)C1(C)CCN(C(=O)c2ccc3c(c2)OCO3)C1 (stereo unspecified)	-0.2	nt	-1	-5	-12	2	1	1	6	-1
O=C(Nc1ccc(Oc2ccccc2)nc1)C1CCCCN1Cc1cccc(O)c1 (stereo unspecified)	-0.4	-13	-4	0	1	9	-1	-1	17	-4
CCN1C(=O)C(NC(C)=O)c2cc(Br)ccc21 (stereo unspecified)	-1.3	6	-1	-1	-7	-14	-22	-8	-4	0
COc1ccc(CNC(=O)Cn2ccc([N+](=O)[O-])n2)cc1OC	-0.3	4	-2	-1	3	-1	4	0	3	1
COc1cc(-c2cc(=O)c3ccc(O)cc3o2)cc(OC)c1OC	2.5	nt	-12	-9	7	-2	7	-2	4	-1
CCCCN1CN(S(=O)(=O)c2cccs2)c2nc3ccccc3nc21	-1.0	nt	0	-9	3	-2	-5	2	-9	3
O=C(CN1CCN(C/C=C/c2ccccc2)CC1)NCc1ccccc1	-4.3	1	-2	-2	9	-3	-1	-9	-6	-2
COc1ccc(N(C)S(=O)(=O)c2cccc(C(=O)NC3=NCCS3)c2)cc1	1.4	-1	2	3	0	1	1	1	13	-3
CCOc1ccccc1CN1CCNC(=O)C1CC(=O)N(C)CCc1ccccn1 (stereo unspecified)	-0.9	5	1	-8	8	2	0	-4	-3	-1
CC(C)c1cn(CC[C@@H]2CC[C@H](NS(=O)(=O)c3ccc(F)cc3)[C@@H](CO)O2)nn1	2.3	nt	-1	4	-5	4	4	1	-7	-5
COc1ccc(S(=O)(=O)N2CCOCC2)cc1NC(=O)COc1cccnc1[N+](=O)[O-]	-2.0	4	1	-5	3	-3	3	2	2	3
O=[N+]([O-])c1ccccc1N/N=C\c1ccccc1Cl	0.1	2	7	-1	-2	-4	-1	-1	3	3
O=C(c1ccc([N+](=O)[O-])cc1)N1CCN(C2=NS(=O)(=O)c3ccccc32)CC1	-1.3	-7	-5	5	8	3	-3	-3	10	-2
Cc1ccc(NC(=O)CCN2CCN(C/C=C/c3ccccc3)CC2)cc1C	0.3	-8	8	1	4	-6	-2	-7	12	-2
COc1ccc(OC)c(S(=O)(=O)NC(=O)C2(C)CCN2C(=O)C2(c3ccc(Cl)cc3)CC2)c1 (stereo unspecified)	0.1	nt	10	2	2	-1	1	24	4	-5
CC1C(=O)N(Cc2cn(CCC3OCCO3)nn2)CCS(=O)(=O)N1Cc1ccc(-c2ccc(Cl)cc2)cc1 (stereo unspecified)	0.3	-11	-13	-5	-14	-9	49*	6	2	-4
N#Cc1ccc(C(=O)NC(=S)N2CCOCC2)cc1	-0.4	-1	3	-3	4	3	-4	4	-2	-3
Cc1ccc(N=Nc2c(N)[nH]n3c(=O)cc(-c4ccccc4)nc23)cc1	-2.4	13	9	5	4	-2	-4	11	-1	0
COc1ccccc1CC(=O)Nc1ccc(C(=O)N2CCCCC2)cc1	-2.7	-5	-7	-3	6	2	1	-3	3	1
NC(=O)CCC(C(=O)O)N1C(=O)c2ccc(O)cc2C1=O (stereo unspecified)	-0.5	9	4	4	6	6	-7	0	7	-1
C/C(=N/Nc1nc(C)c(C)s1)c1cccc([N+](=O)[O-])c1	-3.9	5	7	3	-7	-6	-2	12	-10	1
CCOC(=O)c1c(NC(=O)CSc2nnc(CNc3ccc(OC)cc3)n2C)sc(C)c1C	-0.2	4	12	-5	-5	-9	-6	-4	-12	-2
CCN(CC)S(=O)(=O)c1ccc2oc(SCC(=O)Nc3cc(C)on3)nc2c1	-1.5	-1	-3	-6	3	5	5	-1	-6	-2
CC1CCCCN1C(=O)c1cnn2c(C(F)(F)F)cc(-c3ccco3)nc12 (stereo unspecified)	1.3	-2	1	6	-19	1	3	-1	-4	1
O=C(O)CCc1ccc(-c2ccc(Br)cc2)n1NC(=O)c1ccc([N+](=O)[O-])cc1	-1.1	0	6	-2	-8	7	4	28	-16	2
CC(=O)Oc1ccc2c(c1)C(=O)c1ccccc1C2=O	-4.3	-3	3	6	10	-3	0	7	5	6
Cc1ccc(C)c(NS(=O)(=O)c2cc(C(=O)NCc3ccccn3)ccc2Cl)c1	-2.3	1	-5	2	4	1	1	2	-11	-2
Cc1nc(N2CCN(C(=O)C3CC3)CC2)c2c3c(sc2n1)CC(C)CC3 (stereo unspecified)	nt	nt	-3	-2	nt	-10	-6	nt	nt	nt
Cc1ccc(CNC(=O)NCc2ccccc2)cc1	-1.1	-1	9	8	-9	4	3	0	-2	1
CCCC(=O)N1CCC1(C)C(=O)Nc1ccccn1 (stereo unspecified)	-1.1	nt	10	6	-3	4	-1	3	4	0

Continued; it opens with the two that closed the last part.
SMILES	PG9 Ab binder	HTRA1 inhibitor	ABHD4 inh	Rev-erbA mod	ARFGAP1 inh	NPR2 activator	GC-A act	rCAG RNA binder	ASAP1 inh	SMARCA2 act
Cc1ccc(CNC(=O)NCc2ccccc2)cc1	-1.1	-1	9	8	-9	4	3	0	-2	1
CCCC(=O)N1CCC1(C)C(=O)Nc1ccccn1 (stereo unspecified)	-1.1	nt	10	6	-3	4	-1	3	4	0
COc1ccc(NC(=O)N(C)C[C@H]2Oc3ccc(NC(=O)NC4CCCCC4)cc3C(=O)N([C@H](C)CO)C[C@@H]2C)cc1	0.9	0	-1	-2	-7	6	5	-2	-13	0
CC(=O)Nc1cc(N2C(=O)CCC2=O)ccc1Cl	-0.1	1	6	2	18	-1	2	-1	13	-3
O=C(Nc1ccc(-c2nc3ccccc3[nH]2)cc1)C1CCCO1 (stereo unspecified)	-0.7	2	-2	5	0	3	2	-4	-2	6
Cc1cc(NC(=O)c2ccc(S(=O)(=O)N3CCOCC3)cc2)no1	-0.9	-5	4	-9	8	5	0	-1	-4	-1
Cc1ccc(C)c(NC(=O)c2nc(Cl)ccc2Cl)c1	0.0	-6	3	1	-12	3	1	3	-4	-1
C[C@@H]1CN([C@H](C)CO)C(=O)CCCn2nncc2CO[C@H]1CN(C)Cc1cccc2c1OCCCO2	-1.2	-1	-1	-4	1	-2	3	3	-4	3
O=S(=O)(Cc1ccc(Cl)cc1)NCc1cccnc1	-2.5	nt	-1	1	9	2	-1	-1	2	-2
O=S(=O)(NCCn1ccc2ccccc21)c1ccccc1	-1.1	-13	-5	-1	3	1	1	4	-12	-6
COc1cccc(NC(=O)CSc2ccc3nnc(-c4ccncc4)n3n2)c1	0.0	3	3	-5	14	-4	-6	1	11	-3
Cc1c(C)n(CCCN(C)C)c2ncnc(NCc3ccccc3)c12	-2.5	-1	2	0	11	0	-1	-2	2	-1
CCN(CC)C(=O)n1cnc(-c2ccccc2)c1-c1ccccc1	-0.1	-1	6	-6	12	-1	-1	-8	-4	-2
O=C(NN1CCCCC1)c1cccc2ccccc12	-1.9	-3	1	3	0	0	0	3	4	-2
Cc1cc(=O)n2nc(N3CCCC(C(=O)NCc4ccccc4)C3)sc2n1 (stereo unspecified)	-2.6	4	1	1	3	-3	2	0	-1	-3
CCOc1ccccc1N(CC(=O)O)S(=O)(=O)c1ccccc1	0.4	9	4	-1	-6	1	-1	-3	-2	-5
O=C1c2ccccc2C(=O)C1c1ccc2ccccc2n1	-0.6	-3	2	-20	1	-6	1	5	2	6
COc1ccc(-c2cnc3c(NC(C)=O)cc(-c4cc(F)ccc4OC)cn23)cc1OC	0.6	nt	8	-16	5	17	13	11	0	-4
O=C1CC(N2CCC(c3nc4ccccc4o3)CC2)C(=O)N1c1cc(Cl)cc(Cl)c1 (stereo unspecified)	1.0	-13	-3	3	11	1	0	6	5	-3
Cc1ccccc1OCC(=O)Nc1cccc2nsnc12	1.6	-6	-6	105*	14	-7	0	2	-9	3
CC(=O)Oc1ccc2cc(-c3cccnc3)c(=O)oc2c1	1.6	6	-1	-20	-9	0	4	1	1	2
CC(C)n1c(SCc2cc(=O)[nH]c3ccccc23)nc2c1c(=O)n(C)c(=O)n2C	0.0	7	-3	2	4	3	5	-4	3	-2
COc1ccc(C(=O)CSc2nncn2C)cc1	-2.7	1	-3	-1	-14	0	-1	1	9	0
CCOc1ccc(CCNC(=O)C2CC(=O)N(Cc3ccc(C)cc3)C2)cc1OCC (stereo unspecified)	2.6	-5	-1	-1	-4	2	1	-9	-1	-2
COc1ccc(OC)c(C2=NOC(C(=O)Nc3ccccc3SC)C2)c1 (stereo unspecified)	0.2	-11	-5	-3	1	10	2	-4	-9	-5
CC(C(=O)NC1=NCCS1)N1C(=O)c2ccccc2C1=O (stereo unspecified)	-0.9	2	-5	4	-8	8	3	1	11	2
O=C(Nc1nccs1)c1ccc(F)c(S(=O)(=O)N2CCOCC2)c1	0.7	0	2	-1	2	-3	0	-1	-4	-2
CCCCN(C(=O)c1cccc(-n2cccc2)c1)c1c(N)n(CCC)c(=O)[nH]c1=O	0.7	-6	3	-19	1	-1	-2	9	-3	1
CCN1CCN(c2ccc(S(=O)(=O)N3CCOCC3)cc2NC(=O)c2cc(Cl)nc3ccccc23)CC1	-2.4	-5	0	3	-9	-5	0	-3	2	-1
Cc1nn(CCC#N)c2[nH]c(=O)cc(C(F)(F)F)c12	0.0	1	2	-3	-1	5	3	0	-2	-2

Of the compounds above, these have a CF3 group.
SMILES	PG9 Ab binder	HTRA1 inhibitor	ABHD4 inh	Rev-erbA mod	ARFGAP1 inh	NPR2 activator	GC-A act	rCAG RNA binder	ASAP1 inh	SMARCA2 act
O=C(NCc1ccccc1)C1C(c2ccc3c(c2)OCO3)=Nc2ccccc2N1C(=O)c1cccc(C(F)(F)F)c1 (stereo unspecified)	-3.0	nt	-33	-3	3	6	7	9	-11	-5
CC1CCCCN1C(=O)c1cnn2c(C(F)(F)F)cc(-c3ccco3)nc12 (stereo unspecified)	1.3	-2	1	6	-19	1	3	-1	-4	1
Cc1nn(CCC#N)c2[nH]c(=O)cc(C(F)(F)F)c12	0.0	1	2	-3	-1	5	3	0	-2	-2
